HCMV antiviral – inhibitors of human cytomegalovirus | HFF cells, HCMV-luciferase reporter, 72 h; stronger effect = lower value | activity change, negative = inhibition, % at 57.5 µM | actives 4.5% (n = 410,000); in the data active = activity change below about -60%; inconclusive = no clear call, values can overlap the other calls; inactive = above about -39%
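Steps: HFFs plated, 16 h 37C; compounds added; HCMV-luciferase added to MOI 1 PFU/cell; 72 h 37C; OneGlo reagent, 5 min room temperature; luminescence read, normalized to controls.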
Giardia FBPA inh – blocks Giardia fructose-bisphosphate aldolase activity | Potency, µM (series often up to 59.6 µM), without a hit: at the highest dose activity, negative = inhibition, most hits filed as inhibitors | actives 0.71% (n = 290,000) | purified Giardia FBPA | A8B2U2 | AID 2451; also: potency is read from the fitted curve at half-maximal effect; nearly all actives have a fitted effect of over 55% in size
Target sequence (A8B2U2 whole entry, looked up): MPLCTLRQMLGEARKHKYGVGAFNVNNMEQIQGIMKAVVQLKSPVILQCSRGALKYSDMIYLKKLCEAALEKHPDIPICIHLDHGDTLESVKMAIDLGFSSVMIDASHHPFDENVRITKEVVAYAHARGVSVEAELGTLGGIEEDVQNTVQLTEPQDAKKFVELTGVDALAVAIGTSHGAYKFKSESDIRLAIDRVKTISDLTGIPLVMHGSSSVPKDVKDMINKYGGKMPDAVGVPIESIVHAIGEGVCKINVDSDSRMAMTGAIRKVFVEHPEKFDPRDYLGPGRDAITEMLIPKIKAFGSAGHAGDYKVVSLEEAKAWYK
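40 nM FBPA preincubated 10 min at RT with compound (up to 57.5 uM final), then substrate plus GAPDH/TPI/NAD/arsenate coupling and diaphorase/resazurin added. Fluorescence read after 20 min at RT, 525/598 nm.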
Sm TGR inh – blocks Schistosoma mansoni thioredoxin glutathione reductase | Q962Y6 | purified TGR, DTNB reduction, TNB absorbance 405 nm | actives 3% (n = 360,000) | AID 485364 | Potency, µM (titrated, usually from 114 µM), for the others: at the highest dose activity change, negative = inhibition, usual class: inhibitors; also: potency is read from the fitted curve at half-maximal effect; nearly all actives have a fitted effect of over 60% in size
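First, TGR (20 nM dispensed) and NADPH were mixed with compound. Second, a 15 min room-temperature incubation followed. Third, further NADPH and then DTNB were added to start the reaction. Finally, TNB absorbance was monitored kinetically.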
HCV inhibitor – inhibitors of hepatitis C virus infection; actives 3.4% (n = 340,000); Huh7.5.1 HCVcc-Cre infection, luciferase reporter, 44 h; Potency, µM (series often up to 41.8 µM), without a hit: at the highest dose activity change, negative = inhibition, most hits filed as inhibitors; AID 651820; also: potency is read from the fitted curve at half-maximal effect
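Cells seeded at 1,000/well and cultured 4 h, then compounds added followed by HCVcc-Cre virus (~0.5 moi). After 44 h further culture, luciferase substrate was added, plates held 15 min at room temperature, and luminescence read for 15 sec.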
AmpC no deterg – inhibitors of E. coli AmpC beta-lactamase without detergent; actives 0.52% (n = 330,000); AmpC nitrocefin hydrolysis, absorbance 480 nm, 0.0001% Triton; P00811; AID 485341; Potency, µM (top dose mostly 57.1 µM), without a hit: at the top dose activity change, negative = inhibition, most hits filed as inhibitors;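 also: potency is read from the fitted curve at half-maximal effect; plate controls were no compound for no effect and no enzyme for full effect; nearly all actives have a fitted effect of over 20% in size; some results filed as inactive show a strong effect at the top dose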
Target sequence (P00811 whole entry, looked up): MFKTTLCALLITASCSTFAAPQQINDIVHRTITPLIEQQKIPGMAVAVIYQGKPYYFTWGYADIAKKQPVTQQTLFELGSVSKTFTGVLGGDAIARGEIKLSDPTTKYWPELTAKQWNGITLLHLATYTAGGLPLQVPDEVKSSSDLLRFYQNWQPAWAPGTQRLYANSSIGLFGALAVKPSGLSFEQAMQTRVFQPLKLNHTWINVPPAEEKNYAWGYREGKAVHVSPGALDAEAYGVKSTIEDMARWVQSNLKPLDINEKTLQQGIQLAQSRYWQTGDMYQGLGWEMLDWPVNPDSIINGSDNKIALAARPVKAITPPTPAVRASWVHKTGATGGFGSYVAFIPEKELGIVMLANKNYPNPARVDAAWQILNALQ
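20 mM phosphate pH 7.0 + 0.01% (detergent screen) or 0.0001% Triton X-100; 5.3 nM AmpC reagent; cpd preinc 15 min RT; nitrocefin (800 uM stock) to start; A480 q20 s × 4 min; Activity was normalised to no-enzyme and no-compound control wells.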
AmpC inh detg – inhibitors of E. coli AmpC beta-lactamase with detergent. P00811. AmpC hydrolysis of nitrocefin, absorbance 480 nm, 0.01% Triton. Potency, µM (doses to about 114 µM), without a hit: at the highest dose activity change, negative = inhibition, hits mostly inhibitors. actives 0.041% (n = 370,000). AID 485294;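 also: potency is read from the fitted curve at half-maximal effect; 0% = no-compound wells and -100% = no-enzyme wells; nearly all actives have a fitted effect of over 25% in size; some results filed as inactive show a strong effect at the top dose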
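AmpC (5.3 nM in the dispensed reagent) in 20 mM phosphate pH 7.0 with 0.01% (detergent screen) or 0.0001% Triton X-100 was preincubated with compounds for 15 min at room temperature. Nitrocefin was then added from an 800 uM solution, and hydrolysis was followed at 480 nm.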
* = called active by the depositor; ? = inconclusive; . = no result given; & = joins results of further samples; [ ] = another dose, or the depositor's remark. Unless noted, calls follow the shape of the dose curve; as a rule, active = well fitted curve in the direction sought with a large enough effect; inconclusive = small, poorly fitted or top-dose-only effect, or another doubt; inactive = no such curve, though single readings can be large; an effect the other way counts as inactive or inconclusive. Unless noted, % is scaled to controls: 0 for no effect and ±100 for the full control effect. Random draw from the library. About 9.9% of those tested had a hit in this group.

Every second line gives: HCMV antiviral	Giardia FBPA inh	Sm TGR inh	HCV inhibitor	AmpC no deterg	AmpC inh detg
(1) Cc1ccccc1CN(C)CCS(=O)(=O)c1cc(Cl)ccc1Cl
    -29.4	9.8%	?	-15.1%	-18.4%	-8.9%
(2) Cc1ccc(N=Cc2nc(/C=C/c3cccc([N+](=O)[O-])c3)oc2O)cc1
    -17.5	3.6%	3.4%	?	-2.8%	-0.8%
(3) COc1ccc(-n2c3c(cc(C(=O)N4CCN(CCO)CC4)c2=O)C(=O)CC(C)(C)C3)cc1
    -27.4	0.7%	15.6%	4.7%	-11.8%	-9.8%
(4) CC1CN(c2ccnc3cc(Cl)ccc23)CC(C)O1 (stereo not drawn)
    4.8	-3.9%	10.7%	?	52.2%	-1.1%
(5) O=C(Nc1ccccc1)OCCOc1cccc(Br)c1
    -16.5	-3.9%	10.3%	-3.0%	-36.8%	-15.0%
(6) CC(C)NS(=O)(=O)c1ccc(CCC(=O)NCc2ccco2)cc1
    24.6	3.0%	44.7µM*	18.6%	-18.0%	8.3%
(7) Cc1nn(-c2ccccc2Cl)c(Cl)c1/C=N/Nc1cccc(C(=O)O)c1
    150.9	7.5%	-20.2%	29.1%	-29.2%	-3.1%
(8) O=C(Cn1c(-c2ccccc2)noc1=O)Nc1ccc(S(=O)(=O)N2CCOCC2)cc1
    -2.4	0.0%	-21.8%	12.1%	3.3%	-17.8%
(9) O=C1C2C3C=CC(C3)C2C(=O)N1CN(Cc1ccccc1)CN1C(=O)C2C3C=CC(C3)C2C1=O (stereo not drawn)
    7.0	5.3%	3.9%	19.4%	-9.6%	?
(10) O=C(O)CCCCCN1C(=O)/C(=C\c2ccc(-c3ccc(Cl)cc3)o2)SC1=S
    -35.7	15.8µM*	?	8.5%	-21.8%	0.5%
(11) COc1ccc(N(CC(=O)Nc2c(C)n(C)n(-c3ccccc3)c2=O)S(=O)(=O)c2ccc(C)cc2)cc1
    ?	14.1%	-3.4%	-2.8%	29.6%	-1.6%
(12) COCCNC(=O)C(c1ccc(F)cc1)N(C(=O)CCC(=O)Nc1nccs1)c1cccc(C)c1 (stereo not drawn)
    -36.9	3.6%	26.0%	16.3%	216.0%[activator]	-1.5%
(13) COc1ccc(/C=N\NC(=O)c2ccccc2)cc1COc1ccccc1
    37.0	0.4%	-0.2%	-14.9%	-32.7%	?
(14) O=C(CSc1nc2cc(Cl)ccc2s1)N1CCCc2ccccc21
    -26.0	10.6%	0.0%	?	-26.9%	0.8%
(15) Cc1ccc(N2CC(NC(=O)c3ccc(S(=O)(=O)N(C)C)cc3)CC2=O)cc1C (stereo not drawn)
    35.3	.	6.4%	.	.	3.0%
(16) Cc1cc(-c2ccc(C)c(S(=O)(=O)Nc3cccc(C)n3)c2)on1
    ?	.	0.0%	.	.	3.7%
(17) O=C(c1cccc(OC2CCN(C3CCCC3)CC2)c1)N1CCCCCCC1
    -30.4	1.2%	0.8%	?	4.0%	-1.1%
(18) COC(=O)Cn1cc(/C=C2\C(=O)NC(=O)N(c3ccccc3)C2=O)c2ccccc21
    13.2	-0.9%	-22.2%	5.8%	-12.8%	?
(19) O=C(O)CN(c1ccccc1[N+](=O)[O-])S(=O)(=O)c1ccccc1
    -21.2	-6.9%	10.0%[57.1 µM]	6.0%	2.0%	-1.4%
(20) Cc1ccc(S(=O)(=O)N2CCOCC2)cc1NC(=O)CNCc1ccccn1
    -4.2	?	-0.5%	19.1%	-2.8%	3.4%
(21) O=[N+]([O-])c1cc([N+](=O)[O-])c(Oc2cccnc2Br)cc1NN1CCCCC1
    13.3	4.5%	-3.3%	-4.6%	-20.9%	-12.4%
(22) CC(=O)NC1N=C(C)N(c2ccccc2)C1=O (stereo not drawn)
    1.9	?	-2.0%	23.2%	18.4%	-2.5%
(23) Cc1ccc(-n2nc3c4c(cccc4c2=O)-c2ccccc2-3)cc1
    -4.4	7.8%	0.7%	?	-14.0%	-10.0%
(24) CCC(=O)OCC(=O)N=c1sccn1Cc1ccccc1Cl
    -24.9	.	-7.4%	-17.6%	45.1%	4.3%
(25) CCOc1ccc(NC2=NCCC(=O)N2Cc2cccs2)cc1
    49.0	-18.7%	-9.8%	-2.7%	-2.9%	?
(26) Cc1cccc(N2CCN(c3ccc(N4C(=O)CCCC4=O)cc3[N+](=O)[O-])CC2)c1C
    -35.4	-8.8%	-1.2%	7.4%	2.1%	-13.8%
(27) CC(=O)Nc1ccc(NC(=O)COC(=O)c2ccc(C)s2)cc1
    -4.6	4.1%	-4.7%	5.0%	-10.6%	?
(28) CCN(CC)CCCNC(=O)C1c2cc(OC)c(OC)cc2C(=O)N(C)C1c1cccs1 (stereo not drawn)
    -0.3	2.5%	3.2%	6.7%	-7.3%	?
(29) CSc1nnc(COc2ccc(C)cc2)n1N
    16.7	-3.6%	-0.9%	-2.4%	-14.0%	-4.5%
(30) COC(=O)[C@@H]1CC[C@H](C)[C@@H](c2ccc(C)cc2)N1C(=O)c1ccc(/C=N/OC[C@@H](O)COCc2ccco2)cc1
    .	-12.6%	?	?	264.9%[activator]	-20.6%
(31) O=C(N/C(=C/c1cccc(Br)c1)c1nc(=S)[nH][nH]1)c1ccccc1
    -37.0	-12.7%	0.9%	18.7%	-54.9%	?
(32) Cc1cccc(CCNC(=O)CCS(=O)(=O)c2cc3c(cc2C)NC(=O)CO3)c1
    22.4&10.5	-2.7%	5.0%&9.4%	-21.9%	-11.7%	-7.7%&7.7%
(33) COc1cc2cc(CN(CCN3CCCC3)C(=O)Nc3ccc(F)cc3)c(=O)[nH]c2cc1OC
    1.6	-17.8%	-1.6%	-34.0%	43.8%	-14.3%
(34) O=C(CN1CCOCC1)Nc1ccc2c(c1)OCO2
    42.6	-4.5%	-13.1%	16.6%	-12.3%	-11.8%
(35) CCC(=O)Nc1ccc(-c2cc(-c3ccccc3)nc(-c3ccc(NC(=O)CC)cc3)n2)cc1
    -38.5	11.1%	-0.2%	?	-15.1%	1.4%
(36) O=C1Nc2ccccc2C1C(C[N+](=O)[O-])c1ccccn1 (stereo not drawn)
    64.4	-17.5%	?	9.8%	-19.1%	-12.4%
(37) Cc1ccc(C)c(N(CC(=O)N2CCCCCC2)S(C)(=O)=O)c1
    21.1	-1.2%	3.2%	12.1%	12.9%	-3.4%
(38) O=C(NCCN1CCOCC1)c1nn2c(c1Cl)NC(c1ccccc1)CC2C(F)(F)F (stereo not drawn)
    -10.3	4.4%	-18.4%	16.8%	88.9%[activator]	-7.8%
(39) COc1cc(CC(=O)Nc2ccccc2N2CCOCC2)cc(OC)c1OC
    -14.8	18.8%	-0.6%	5.5%	145.8%[activator]	-2.6%
(40) COc1ccc(CNC(=O)C2CCC(CNc3c(N4CCCCC4)c(=O)c3=O)CC2)cc1 (stereo not drawn)
    1.0	-0.3%	-0.1%	5.7%	-1.0%	-4.8%
(41) CC(NC(=O)c1ccc2c(c1)N(Cc1ccc(Cl)cc1)C(=O)CS2)c1ccccc1 (stereo not drawn)
    -24.9	.	-3.1%	.	.	7.2%
(42) O=C(CSc1nc(-c2cccc(F)c2)[nH]c1-c1ccccc1)Nc1ccc2c(c1)OCCO2
    -106.2*	.	3.9%	.	.	7.1%
(43) COc1ccc(N=C2S/C(=C\c3cc(C)n(C)c3C)C(=O)N2CC(C)C)cc1
    31.3	-4.7%	-53.9%	10µM*	26.2%	?
(44) COc1ccc(C2=NS(=O)(=O)N(C)C(C(=O)N3CCc4ccccc4C3)=C2)cc1OC
    -27.9	6.8%	-12.2%	10µM*	112.4%[activator]	?
(45) COc1ccc(NC(=O)CSc2nc3sc(C)cc3c(=O)n2C)c(OC)c1
    ?	.	-12.2%	?	-17.9%	-9.5%
(46) O=S(=O)(Nc1ncn[nH]1)c1ccc2ccccc2c1
    22.0	-17.8%	-3.3%	13.2%	-9.1%	-8.4%
(47) OCC[C@H]1C[C@H](O)[C@@H](O)[C@@]2(Cc3ccccc3O2)O1
    -3.9	.	-4.0%	14.1%	-15.9%	-12.4%
(48) Cc1cc2ccccn2c1C(=O)Nc1ccc(Cl)cc1
    -19.5	-3.2%	8.0%	-11.3%	-33.5%	-3.2%
(49) O=C(O)C1Sc2[nH]c(=O)sc2C2c3cc(Cl)ccc3OC(=O)C12 (stereo not drawn)
    -26.1	-19.0%	10.0%	9.3%	-25.3%	-13.0%
(50) CCCCN(CC)CCCNC(=O)c1sc2nc3n(c(=O)c2c1C)CCCCC3
    -14.1	.	-0.5%	.	.	8.9%
(51) COc1ccc([C@@H]2CC=C(C(=O)O)[C@H](c3ccccc3F)N2S(=O)(=O)c2ccc(C)cc2)cc1OC
    8.0	.	-7.4%	13.8%	-13.4%	?
(52) CCCCNc1cc(NC2CCCCC2)c2c3c(onc13)-c1ccccc1C2=O
    -25.5	.	-8.0%	.	.	0.3%
(53) CCn1c(SCC(=O)Nc2ncc(C(F)(F)F)cc2Cl)nnc1-c1cccc(C)c1
    7.3	-0.8%	2.5%	-5.5%	-1.3%	5.9%
(54) CC(Cc1cccs1)NC(=O)c1cccc(Cl)c1 (stereo not drawn)
    -30.9	0.7%	3.8%	6.5%	-4.7%	-1.3%
(55) CCOC(=O)c1sc(NC(=O)CSc2nccc(C)n2)c(C#N)c1C
    2.4	5.4%	-6.2%	?	46.0%	-1.8%
(56) Cc1nc(N2CCCC2)c2c(C(=O)N3CCN(c4ccc(F)cc4)CC3)c(C)oc2n1
    -13.9	.	7.6%	.	.	5.6%
(57) COc1cc(OC)cc(N2C(=O)CSC23C(=O)Nc2ccccc23)c1 (stereo not drawn)
    6.2	.	0.2%	.	.	7.9%

Among those listed so far, these contain a COOH group:
Every second line gives: HCMV antiviral	Giardia FBPA inh	Sm TGR inh	HCV inhibitor	AmpC no deterg	AmpC inh detg
(7) Cc1nn(-c2ccccc2Cl)c(Cl)c1/C=N/Nc1cccc(C(=O)O)c1
    150.9	7.5%	-20.2%	29.1%	-29.2%	-3.1%
(10) O=C(O)CCCCCN1C(=O)/C(=C\c2ccc(-c3ccc(Cl)cc3)o2)SC1=S
    -35.7	15.8µM*	?	8.5%	-21.8%	0.5%
(19) O=C(O)CN(c1ccccc1[N+](=O)[O-])S(=O)(=O)c1ccccc1
    -21.2	-6.9%	10.0%[57.1 µM]	6.0%	2.0%	-1.4%
(49) O=C(O)C1Sc2[nH]c(=O)sc2C2c3cc(Cl)ccc3OC(=O)C12 (stereo not drawn)
    -26.1	-19.0%	10.0%	9.3%	-25.3%	-13.0%
(51) COc1ccc([C@@H]2CC=C(C(=O)O)[C@H](c3ccccc3F)N2S(=O)(=O)c2ccc(C)cc2)cc1OC
    8.0	.	-7.4%	13.8%	-13.4%	?
